HT1080 IDH1KD tx – qHTS for induction of synthetic lethality in tumor cells producing 2HG: qHTS for the HT-1080-IDH1KD cell line; HT-1080 IDH1 knockdown viability, ATP luminescence, 48 h; Potency, µM (titrated, usually from 46.1 µM), without a hit: top-dose activity, negative = toxicity, usual class: cytotoxic; 360,000 compounds, 2% hits;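 further: potency means the concentration at half of the fitted maximal effect; 0% = DMSO wells and -100% = cell-free medium wells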
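After a 2 h attachment period, IDH1KD HT-1080 cells took pin-transferred compound for 48 h at 37 °C; ATP-based luminescence after 10 min room-temperature reagent incubation reported viability.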
KB-V1 cytotox – qHTS assay for MDR1-selective chemotherapeutics: Primary screen using the drug-selected MDR subline cells KB-V1. Potency, µM (titrated, usually from 46.1 µM), without a hit: at the top dose activity change, negative = cytotoxicity, hits mostly cytotoxic. KB-V1 MDR cells viability, CellTiter-Glo, 72 h. 400,000 compounds, 3.4% hits; further: potency means the concentration at half of the fitted maximal effect; on the % scale 0 is the no-effect control and ±100 the full control effect; nearly all actives have a fitted effect of over 60% in size
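Luminescent ATP read-out (CellTiter-Glo, 10 min) measures survival of drug-selected KB-V1 MDR cells after 72 h, 37 degrees C compound exposure. Medium: phenol-red-free DMEM, 10% FBS. Values from fitted concentration-response curves.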
IL-1B inflam inh – qHTS for Inhibitors of Inflammasome Signaling: IL-1-beta AlphaLISA Primary Screen. AID 743279, 2014. activity change, % at 57.5 µM. 360,000 compounds, 4.7% hits. THP-1 LPS/ATP IL-1B secretion, AlphaLISA, 16 h; stronger effect = lower value; in the data active means activity change below about -50%; inconclusive means mostly about -30% to -49%; further: on the % scale 0 is the no-effect control and ±100 the full control effect
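THP-1 cells pretreated 1 hr with compounds (up to 57.5 uM final), then stimulated with LPS (250 ng/mL final) plus ATP (1.25 mM final); secreted IL-1B measured by AlphaLISA after 16 hr, decreased signal indicating inhibition.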
KB-3-1 tox – qHTS assay for MDR1-selective chemotherapeutics: Primary screen using the parental adenocarcinoma cell KB-3-1; KB-3-1 viability, CellTiter-Glo ATP luminescence, 72 h; Potency, µM (top dose mostly 46.1 µM), without a hit: at the highest dose activity change, negative = cytotoxic, actives largely listed as cytotoxic; 400,000 compounds, 1.4% hits; AID 1347075, 2019; further: potency means the concentration at half of the fitted maximal effect; on the % scale 0 is the no-effect control and ±100 the full control effect; nearly all actives have a fitted effect of over 60% in size
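72 h, 37 °C compound treatment of KB-3-1 parental cells; CellTiter-Glo added, 10 min, luminescence read. Data corrected against DMSO-only plates and normalized before curve fitting.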
GLP1R ag – qHTS of GLP-1 Receptor Agonists. Glucagon-like peptide 1 receptor (Homo sapiens), P43220. HEK293 GLP-1R CRE-luciferase, luminescence, 4-6 h; cells express a hypersensitive GLP-1R form. Potency, µM (highest dose often 45.6 µM), for inactives: top-dose activation, usual class: activators. 380,000 compounds, 0.007% hits; further: potency means the concentration at half of the fitted maximal effect; % of control where 0% means no effect
Target sequence (P43220 whole entry, looked up): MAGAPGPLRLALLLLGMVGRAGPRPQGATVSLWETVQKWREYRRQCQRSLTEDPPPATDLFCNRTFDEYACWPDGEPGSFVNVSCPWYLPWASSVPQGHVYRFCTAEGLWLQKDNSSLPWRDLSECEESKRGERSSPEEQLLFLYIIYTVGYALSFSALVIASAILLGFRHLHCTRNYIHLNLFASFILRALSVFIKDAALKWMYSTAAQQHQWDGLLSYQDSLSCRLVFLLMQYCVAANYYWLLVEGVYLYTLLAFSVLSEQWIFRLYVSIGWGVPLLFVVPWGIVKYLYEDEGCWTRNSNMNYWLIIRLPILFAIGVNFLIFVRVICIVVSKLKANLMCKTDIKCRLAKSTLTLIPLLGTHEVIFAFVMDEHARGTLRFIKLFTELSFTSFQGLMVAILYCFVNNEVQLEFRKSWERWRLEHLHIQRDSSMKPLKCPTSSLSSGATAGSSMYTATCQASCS
SW480 rereplic – A quantitative high throughput screen for small molecules that induce DNA re-replication in SW480 colon adenocarcinoma cells. SW480 DNA re-replication, Hoechst DNA content imaging, 48 h. Potency, µM (titrated, usually from 46.1 µM), for inactives: top-dose re-replication activation, hits mostly activators. 340,000 compounds, 1.8% hits; further: potency means the concentration at half of the fitted maximal effect; % of control where 0% means no effect; nearly all actives have a fitted effect of over 55% in size
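Per well, 250 cells were exposed to pinned compound for 48 hr. Nuclear DNA was visualised with Hoechst (40 min, 37 C) and total object intensity recorded by fluorescence scanning.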
DRD3 antagonist – qHTS of D3 Dopamine Receptor Antagonist: qHTS. max response, negative = inhibition, %. D3R cells, DiscoveRx beta-arrestin luminescence, antagonist mode; stronger effect = lower value. 360,000 compounds, 2.5% hits. D(3) dopamine receptor (Homo sapiens), P35462. AID 652054, 2013; in the data active means max response below about -50%; inconclusive means no clear call, values can overlap the other calls; further: on the % scale 0 is the no-effect control and ±100 the full control effect; mostly tested at two doses, the higher about 12 µM
Target sequence (P35462 whole entry, looked up): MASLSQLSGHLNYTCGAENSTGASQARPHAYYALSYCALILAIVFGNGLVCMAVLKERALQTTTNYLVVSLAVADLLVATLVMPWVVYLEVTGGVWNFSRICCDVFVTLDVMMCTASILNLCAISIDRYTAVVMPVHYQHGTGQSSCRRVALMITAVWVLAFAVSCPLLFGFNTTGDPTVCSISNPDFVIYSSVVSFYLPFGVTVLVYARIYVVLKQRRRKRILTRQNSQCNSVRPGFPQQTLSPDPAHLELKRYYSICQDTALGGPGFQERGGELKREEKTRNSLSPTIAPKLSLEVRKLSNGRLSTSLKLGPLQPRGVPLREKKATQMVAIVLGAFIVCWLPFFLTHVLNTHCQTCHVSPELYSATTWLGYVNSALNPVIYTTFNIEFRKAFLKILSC
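Cells plated overnight at 1500 cells/well, then exposed to library compounds with dopamine controls for 90 minutes at 37 degrees C. DiscoveRx reagent added for 30–60 minutes at room temperature; luminescence read, quantitative HTS format.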
HT1080NT lethal – qHTS for induction of synthetic lethality in tumor cells producing 2HG: qHTS for the HT-1080-NT fibrosarcoma cell line. HT-1080-NT fibrosarcoma viability, CellTiter-Glo ATP luminescence, 48 h. Potency, µM (titrated, usually from 46.1 µM), for the others: at the highest dose activity, negative = less viability, most hits filed as cytotoxic. 360,000 compounds, 1.6% hits. AID 686970, 2013;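 further: NT is the 2HG producing partner of a matched IDH1 knockdown line; potency means the concentration at half of the fitted maximal effect; 0% = DMSO-treated cells and -100% = media-only wells without cells; nearly all actives have a fitted effect of over 55% in size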
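A 48-hour cytotoxicity screen used HT-1080-NT cells plated 2 hours before compound delivery. ATP-based CellTiter-Glo luminescence measured viability, normalized to DMSO and no-cell controls.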
DRD3 agonist – qHTS of D3 Dopamine Receptor Agonist: qHTS. D(3) dopamine receptor (Homo sapiens), P35462. D3R DiscoveRx beta-arrestin cells, luminescence, 90 min. max activation, %. 410,000 compounds, 0.58% hits. AID 652048, 2013; in the data active means max activation above about 30%; further: 0% is about no effect; mostly tested at two doses, the higher about 12 µM
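Agonist mode: compounds and dopamine controls were applied to plated cells for 90 min at 37 degrees C after an overnight attachment at 1500 cells/well. Luminescent read-out followed 30 - 60 minutes at room temperature with DiscoveRx detection reagent.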
* hit, by the source's call; u = inconclusive; x = no result given; [ ] = dose if it differs, or a comment. Unless noted, the call rests on the fitted dose curve; in most records, active means well fitted curve in the direction sought with a large enough effect; inconclusive means small, poorly fitted or top-dose-only effect, or another doubt; inactive means no such curve, though single readings can be large; an effect the other way counts as inactive or inconclusive.

SMILES | HT1080 IDH1KD tx | KB-V1 cytotox | IL-1B inflam inh | KB-3-1 tox | GLP1R ag | SW480 rereplic | DRD3 antagonist | HT1080NT lethal | DRD3 agonist
COC(=O)C1=C(C)N(c2cc(C)cc(C)c2)/C(=C/c2ccco2)C1=O | -7% | -26% | -18 | -2% | -1% | u | -7 | -8% | 3
Cn1c(N)c(C(=O)COC(=O)c2ccc(Cl)nc2)c(=O)n(C)c1=O | 23% | -9% | -3 | 11% | 9% | 1% | -5 | 1% | -2
Nn1c(SCC(=O)NCC2CCCO2)nnc1-c1cc(Cl)ccc1Cl (stereo not given) | 16% | 19% | 9 | 5% | 7% | -127%[inhibitor] | 9 | 14% | 3
COC(=O)c1ccc(C(=O)NC2CCCc3c2cnn3-c2ccc(C)c(C)c2)cc1 (stereo not given) | 23µM* | 5.2µM* | 8 | 1.6µM* | 19% | 6.5µM* | -10 | 15µM* | -1
CCCC1(C(=O)OC)NC(c2cccc(F)c2)C2C(=O)N(CC)C(=O)C21 (stereo not given) | -5% | -2% | -13 | -4% | -18% | 2% | -5 | -6% | -1
CC(=O)OCCn1c([N+](=O)[O-])cnc1C=[N+]([O-])C1CCCCC1 | 3% | 24% | 0 | 2% | -2% | x | 0 | -2% | -6
O=[N+]([O-])c1cc(-c2csc(NCCc3nc4cc(C(F)(F)F)ccc4n3CCCO)n2)ccc1Cl | 2% | 0% | -1 | -6% | -6% | 2% | -10 | 3% | -14
CCN(CC(=O)NCc1cccs1)S(=O)(=O)c1cccc(C(C)=O)c1 | 17% | 1% | -13 | 1% | -8% | -3% | u | 22% | -5
Cc1ccc(C)c(N2CCN(C(=O)Cn3ncc4c([nH]c5ccc(C)cc54)c3=O)CC2)c1 | 16% | -12% | 6 | 3% | -6% | -3% | 13 | 15% | -3
Cc1ccc(NC(=O)c2ccc3nsnc3c2)c(Cl)c1 | -2% | u | -20 | 13% | -1% | -15% | -13 | 8% | 1
COc1cccc(NC(=O)C(=O)NCC(c2ccco2)N2CCc3ccccc3C2)c1 (stereo not given) | -11% | u | -7 | -3% | -20% | -3% | 8 | 5% | -2
Cn1nnc(NC(=O)c2ccc(Br)o2)n1 | 0% | u | -1 | 12% | 1% | -3% | 2 | 5% | 0
CC1(C(=O)NC2CCCCCC2)CCC(=O)N1Cc1ccc2c(c1)OCO2 (stereo not given) | -1% | 21µM* | 6 | -6% | 11% | 20% | -3 | -1% | 2
Nc1nc(-c2ccccn2)nc(N)c1Cc1c(F)cccc1Cl | u | u | 18 | u | 3% | u | -23 | -27% | -2
COc1ccc(OC)c(-c2cc(C(=O)N/N=C(\C)c3cccnc3)c3ccccc3n2)c1 | -11% | 1% | u | 14% | 7% | 4% | -4 | -19% | 0
COc1ccc([C@@H]2CC=C(C(=O)O)[C@H](c3ccc(F)cc3)N2S(=O)(=O)c2ccc(Cl)cc2)cc1 | -7% | -1% | 30 | -10% | 0% | -11% | -9 | 5% | -4
CC(=O)O/N=C/c1c(N2CCOCC2)n(C)c2ccccc12 | -28% | 0% | 38 | 0% | -3% | 1.8µM* | 56 | u | 2
C[C@H](CO)N1C[C@H](C)[C@@H](CN(C)CC2CCCCC2)Oc2ccc(NC(=O)Cn3cnnn3)cc2C1=O | 6% | 0% | 6 | u | -5% | 2% | 12 | 9% | 35*
Cc1noc(NC(=O)c2ccccc2)c1C#N | 6% | 26% | 31 | -2% | -10% | -5% | -1 | -1% | 1
O=S(=O)(O)c1ccc(N=NNc2ccc(Br)cc2)cc1 | -24% | 0% | 13 | 6% | 0% | -1% | 5 | -19% | 7
O=C(CC1c2ccccc2Oc2ccccc21)NCc1ccco1 | 0% | u | -13 | 15% | 1% | u | 11 | 5% | 3
COc1ccccc1NC(=O)C(C)N1C(=O)c2ccccc2C1=O (stereo not given) | 1% | -2% | 16 | -1% | 1% | -23% | 2 | 1% | -6
COc1ccccc1N1CCN(C(=O)CCc2ccc(S(=O)(=O)NCC(C)C)cc2)CC1 | -4% | 0% | 0 | 0% | 0% | -1% | 45 | -11% | 1
CC(=O)Nc1ccc(S(=O)(=O)Nc2ccc(S(=O)(=O)N3CCCC3)cc2)cc1 | 0% | 4% | -16 | 0% | -10% | 9% | -14 | 4% | 2
COCCCNC(=O)c1ccc(Cn2c(=O)c3ccccc3n(CC(N)=O)c2=O)cc1 | x | u | x | u | 0% | x | x | x | 3

Next section, starting with the last 3 of the part before.
SMILES | HT1080 IDH1KD tx | KB-V1 cytotox | IL-1B inflam inh | KB-3-1 tox | GLP1R ag | SW480 rereplic | DRD3 antagonist | HT1080NT lethal | DRD3 agonist
COc1ccccc1N1CCN(C(=O)CCc2ccc(S(=O)(=O)NCC(C)C)cc2)CC1 | -4% | 0% | 0 | 0% | 0% | -1% | 45 | -11% | 1
CC(=O)Nc1ccc(S(=O)(=O)Nc2ccc(S(=O)(=O)N3CCCC3)cc2)cc1 | 0% | 4% | -16 | 0% | -10% | 9% | -14 | 4% | 2
COCCCNC(=O)c1ccc(Cn2c(=O)c3ccccc3n(CC(N)=O)c2=O)cc1 | x | u | x | u | 0% | x | x | x | 3
CCCC(O)(CCC)C(=O)NN(C(=O)OC)c1ccccc1 | 18% | -3% | -1 | -1% | -3% | 1% | -5 | 21% | -4
CCC(=O)N/N=C/c1ccc(-c2ccc(Cl)cc2)o1 | 0% | -5% | -18 | 3% | 0% | -4% | 4 | -1% | 1
COc1ccc(CC(=O)Nc2cccc(-c3nnc(-c4ccco4)o3)c2)cc1 | -11% | u | -20 | -7% | 4% | -5% | 22 | -9% | 4
CC1CCCC/C1=N\NC(=S)NCCc1ccccc1 (stereo not given) | -4% | u | 4 | 19% | -2% | 16% | 11 | -11% | 0
O=C(NCCN1CCCC1)c1ccc(Br)cc1 | 11% | 3% | -2 | 5% | -8% | -3%[9.22 µM] | -77* | 20% | -33
CC(=O)N1CC=CC1(C)C(=O)NCc1cc(F)cc(C(F)(F)F)c1 (stereo not given) | 8% | -7% | 16 | 0% | -1% | 6% | -28 | 10% | -1
CN(CCc1ccccn1)c1ncnc2[nH]ncc12 | 2% | u | -5 | -21% | 2% | -6% | -1 | 6% | -1
CCn1c(CNC(=O)COc2ccc(C(C)C)cc2)nnc1SCC(=O)NC1CCCCC1C (stereo not given) | -18% | u | 16 | -12% | -8% | 9% | 20 | -2% | -3
Cc1ccc(N2C(=O)C(CC(=O)Nc3ccc(F)cc3)N(CCC3=CCCCC3)C2=O)cc1 (stereo not given) | x | u | x | u | -4% | x | x | x | -8
COc1ccc(C2CC(c3cccs3)=NN2c2ccc(C=O)cc2)cc1 (stereo not given) | -16% | u | 17 | 0% | -4% | u | 3 | -3% | 6
COc1ccc(N2CCN(C(=O)c3sc4ncn(CC(=O)N5CCCCC5)c(=O)c4c3C)CC2)cc1 | 0% | 8% | 15 | 3% | -3% | 28% | 0 | -5% | -2
COc1ccc(Cc2nc3ccc(C(=O)NC(C)Cc4ncccc4C)cc3o2)cc1OC (stereo not given) | 1% | u | -8 | 17% | 0% | -5% | 19 | 2% | 2
CC(=O)Oc1ccccc1C(=O)OCCN=C1NS(=O)(=O)c2ccccc21 | -10% | -13% | 6 | 12% | 6% | 3% | 14 | -15% | 4
Cc1cc(N(C)C)c(C#N)c(N2CCCCC2)n1 | 3% | 6% | 12 | 1% | 7% | -6% | 6 | -6% | 1
Cc1cc(C(=O)NNC(=O)c2ccc(Cl)cc2)c2ccccc2n1 | 3% | -8% | 7 | 16% | -1% | -1% | -11 | -2% | -13
COc1ccc(OC)c(C2=NOC(C(=O)Nc3ccc4c(c3)OCCO4)C2)c1 (stereo not given) | 0% | -11% | u | 6% | -7% | -2% | -3 | 6% | -1
CCCn1c(=S)[nH]c2cc(C(=O)N3CCc4ccccc43)ccc2c1=O | -11% | 2.3µM* | -8 | u | -16% | -8% | -8 | 0% | -7
Cn1cccc1Cc1nnc(SCC(=O)Nc2ccc3c(c2)OCO3)n1CCc1ccccc1 | u | -7% | -10 | -13% | 10% | 3% | -19 | u | -6
O=C(NC(=S)Nc1c(F)cc(F)cc1Br)c1ccc2c(c1)OCCO2 | -2% | 0% | -22 | -16% | 0% | u | 0 | 1% | -4
COc1cc(-c2nc(Cn3nnc(C(=O)Nc4ccc(C)cc4C)c3C)c(C)o2)cc(OC)c1OC | x | 0% | x | 3% | -1% | x | x | x | 0
O=C(c1ccco1)N1CCN(C2CN(Cc3ccc([N+](=O)[O-])cc3)S(=O)(=O)C2)CC1 (stereo not given) | 5% | 0% | 3 | 2% | 2% | x | -5 | -1% | 0
COc1ccc(C(C(=O)Nc2ccc(F)cc2)N2CCN(C(=O)c3ccco3)CC2)cc1 (stereo not given) | -8% | -24% | 12 | 10% | x | x | -19 | -15% | -9
CCOc1ccc(S(=O)(=O)N2CCN(c3ccc(C)cc3C)CC2)c2ccccc12 | x | u | x | -14% | 1% | x | x | x | 4
Cc1c(Oc2ccc(C(F)(F)F)cc2[N+](=O)[O-])ccc2c3c(c(=O)oc12)CCC3 | 3% | u | -12 | -12% | 4% | -6% | 14 | 4% | 2
CC1(C(=O)OCC(=O)Nc2cc(S(=O)(=O)N3CCOCC3)ccc2Cl)CC1(Cl)Cl (stereo not given) | 9% | -12% | 11 | 0% | -2% | -2% | 30 | 6% | 1
